High-throughput results: PubChem, National Center for Advancing Translational Sciences (NCATS)
BAZ2B block: BAZ2B (human) inhibition; AlphaScreen BAZ2B-H3K14Ac peptide displacement; 360,000 tested, 4.4% active; Q9UIF8; Potency, µM (doses to about 114 µM), for inactives: at the top dose activity change, negative = inhibition, usual class: inhibitors; further: potency means the concentration at half of the fitted maximal effect; on the % scale 0 is the no-effect control and ±100 the full control effect; nearly all actives have a fitted effect of over 60% in size
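Complex of BAZ2B and biotin-H3K14Ac (50 nM apiece) forms over 30 min at RT, then faces library compounds up to 110 uM for another 30 min; AlphaScreen beads added, 20 min dark incubation, luminescence read.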
JMJD2A Tudor: inhibitors of human JMJD2A Tudor domain | Potency, µM (highest dose often 114 µM), without a hit: top-dose activity change, negative = inhibition, actives largely listed as inhibitors | AlphaScreen JMJD2A-Tudor / H3K4me3 peptide binding | AID 504339 | O75164 | 390,000 tested, 4.4% active; further: potency means the concentration at half of the fitted maximal effect; on the % scale 0 is the no-effect control and ±100 the full control effect; nearly all actives have a fitted effect of over 50% in size
PGK inhibitor: blocks T. brucei phosphoglycerate kinase. P07378. PGK/GAPDH coupled, Kinase-Glo luminescence, 60 min. Potency, µM (doses to about 57.5 µM), without a hit: top-dose activity change, negative = inhibition, usual class: inhibitors. 380,000 tested, 0.043% active; further: potency means the concentration at half of the fitted maximal effect; on the % scale 0 is the no-effect control and ±100 the full control effect; nearly all actives have a fitted effect of over 60% in size
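Luminescent ATP detection (Kinase-Glo Plus) follows a 60-minute room-temperature incubation, with wells lacking PGK as controls. Buffer: 100 mM TEA (pH 7.6), 5 mM MgCl2, 0.01% Tween-20. Coupling enzyme GAPDH (100 nM final) supplies unstable 1,3-BPG in-well.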
HP1b chromo inh: inhibitors of HP1-beta chromodomain binding to methylated histone tails; P83916; AlphaScreen HP1-beta / biotin-H3K9me3 peptide binding; Potency, µM (highest dose often 114 µM), without a hit: at the highest dose activity change, negative = inhibition, usual class: inhibitors; 390,000 tested, 0.56% active; AID 540317; further: potency means the concentration at half of the fitted maximal effect; nearly all actives have a fitted effect of over 70% in size; inactives centre near 23
Target sequence (P83916 whole entry, looked up): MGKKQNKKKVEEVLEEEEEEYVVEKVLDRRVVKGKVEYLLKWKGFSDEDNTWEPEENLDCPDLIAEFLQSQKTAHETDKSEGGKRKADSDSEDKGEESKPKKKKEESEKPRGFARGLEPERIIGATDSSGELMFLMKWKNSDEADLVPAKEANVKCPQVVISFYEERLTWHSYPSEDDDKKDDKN
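Compound inhibition of the preformed complex between 50 nM HP1-beta and 50 nM biotinylated H3K9me3 peptide was read by AlphaScreen. Buffer was PBS pH 7.4 with 0.01% Tween-20. Incubations ran 30 min at room temperature, with 10 ug/mL donor/acceptor beads.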
GLS inhibitor: glutaminase GLS (human) inhibition. Potency, µM (titrated, usually from 45.5 µM), for inactives: at the highest dose activity change, negative = inhibition, actives largely listed as inhibitors. 410,000 tested, 0.21% active. GLS enzymatic activity, qHTS titration. O94925; further: potency means the concentration at half of the fitted maximal effect; on the % scale 0 is the no-effect control and ±100 the full control effect
Target sequence (O94925 whole entry, looked up): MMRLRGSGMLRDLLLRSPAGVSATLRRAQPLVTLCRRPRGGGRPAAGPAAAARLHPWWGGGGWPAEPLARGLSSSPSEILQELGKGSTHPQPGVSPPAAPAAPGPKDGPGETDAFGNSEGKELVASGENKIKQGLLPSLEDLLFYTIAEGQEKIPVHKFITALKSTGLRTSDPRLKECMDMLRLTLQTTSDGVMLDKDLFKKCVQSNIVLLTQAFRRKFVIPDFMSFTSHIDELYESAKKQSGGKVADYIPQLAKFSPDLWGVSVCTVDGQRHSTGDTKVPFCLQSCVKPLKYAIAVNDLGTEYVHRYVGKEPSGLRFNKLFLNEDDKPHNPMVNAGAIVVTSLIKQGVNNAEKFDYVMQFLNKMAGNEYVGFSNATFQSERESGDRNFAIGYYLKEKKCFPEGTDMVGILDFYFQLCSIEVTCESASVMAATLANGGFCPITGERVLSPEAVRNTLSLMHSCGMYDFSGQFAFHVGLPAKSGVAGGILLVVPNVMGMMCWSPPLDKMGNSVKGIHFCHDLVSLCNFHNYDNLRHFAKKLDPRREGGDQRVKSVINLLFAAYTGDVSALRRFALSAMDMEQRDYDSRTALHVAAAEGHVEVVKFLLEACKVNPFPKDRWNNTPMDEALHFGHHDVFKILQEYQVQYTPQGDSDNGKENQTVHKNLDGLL
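Coupled fluorescence readout: glutamate oxidase/HRP/Amplex Red detect glutamate formed by hKGA from L-glutamine (1 mM solution added). Buffer 45 mM KH2PO4 pH 8.2, 0.02% Tween-20; reads at t0 and 30 min RT.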
Pin1 inh: inhibitors of human Pin1 | Potency, µM (titrated, usually from 115 µM), inactives show at the top dose activity, negative = inhibition, actives largely listed as inhibitors | Q13526 | Pin1 FP peptide displacement, HiFluor488, 10 min | 390,000 tested, 0.009% active; active means well fitted inhibition curve with a large enough effect in the polarisation, with a control signal flat, not every such curve was filed as active; inconclusive means small, poorly fitted or top-dose-only effect, or effect the other way, or a change in a side signal; inactive means no such curve, though single readings can be large or run the other way; the % refers to the polarisation; further: potency means the concentration at half of the fitted maximal effect; on the % scale 0 is the no-effect control and ±100 the full control effect
Target sequence (Q13526 whole entry, looked up): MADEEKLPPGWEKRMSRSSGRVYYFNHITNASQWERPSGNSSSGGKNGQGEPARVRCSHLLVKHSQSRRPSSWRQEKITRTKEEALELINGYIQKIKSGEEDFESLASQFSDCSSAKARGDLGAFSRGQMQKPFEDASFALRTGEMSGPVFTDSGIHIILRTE
PI4K2A block: blocks human PI4K2A kinase activity; purified PI4K2A, ADP-Glo luminescence, 1 h; stronger effect = lower value; activity change, negative = inhibition, % at 76.9 µM; 420,000 tested, 0.13% active; AID 1346378; in the data active means activity change below about -50%; inconclusive means mostly about -30% to -49%;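 further: -100% = wells without enzyme as full effect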
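Compounds are screened against recombinant PI4K2A using PI as substrate and ATP, the latter dispensed at 300 microM. Reactions run one hour at ambient temperature before ADP-Glo detection; full inhibition defined by wells lacking enzyme.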
Pol eta inh: inhibitors of human DNA polymerase eta. Q9Y253. recombinant Pol eta, fluorescent DNA replication assay. Potency, µM (highest dose often 114 µM), for the others: at the highest dose activity change, negative = inhibition, hits mostly inhibitors. 390,000 tested, 1.2% active; further: potency means the concentration at half of the fitted maximal effect; on the % scale 0 is the no-effect control and ±100 the full control effect
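Fluorescent replication assay: 50 nM final substrate added after a 15 min room-temperature compound preincubation with 10 nM enzyme. Signal taken at 0 min and again at 10 min.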
G9a inh: G9a (human) methyltransferase inhibition; Q96KQ7; G9a H3K9 monomethylation, AlphaScreen, 2 h; Potency, µM (highest dose often 102 µM), without a hit: at the top dose activity, negative = inhibition, hits mostly inhibitors; 350,000 tested, 8.8% active; further: potency means the concentration at half of the fitted maximal effect; on the % scale 0 is the no-effect control and ±100 the full control effect; nearly all actives have a fitted effect of over 75% in size
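Signal arises when biotinylated H3K9 peptide, once monomethylated, bridges streptavidin donor and antibody-captured acceptor beads. Enzyme at 20 nM was preincubated 15 min with test compounds; peptide 500 nM and SAM 20 uM then reacted for 2 h.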
The depositor's hits bear a star; i = inactive; u = inconclusive; x = not tested or not shown; [ ] = another dose, or the depositor's remark. Unless noted, the call rests on the fitted dose curve; in most records, active means well fitted curve in the direction sought with a large enough effect; inconclusive means small, poorly fitted or top-dose-only effect, or another doubt; inactive means no such curve, though single readings can be large; an effect the other way counts as inactive or inconclusive. Not all compounds are listed (hit frequency here may not be typical).

| PI4K2A block | G9a inh | GLS inhibitor | BAZ2B block | Pol eta inh | PGK inhibitor | Pin1 inh | JMJD2A Tudor | HP1b chromo inh | compound |
| --- | --- | --- | --- | --- | --- | --- | --- | --- | --- |
| -10 | u | -4% | -9% | -17% | 4% | -4% | 4% | 20% | CN1C2CCC1CC(NC(=O)c1cc(Cl)cc3[nH]cnc13)C2 (stereo not drawn) |
| -1 | -32%[59 µM] | 12% | -6% | 7% | -11% | -3% | -9% | 18% | O=c1c2ccccc2c(C=NCCO)c(O)n1-c1ccccc1 |
| -2 | x | 15% | x | -19% | 3% | 0% | 12% | 68%[activator] | O=C(OCCn1c(=S)sc2ccccc21)c1ccccc1 |
| -4 | -2%[59 µM] | 0% | 1% | -17% | i | 53%[activator] | -10% | 45%[activator] | COc1ccc(CC(=O)Nc2ccc(-c3nc4ccccc4s3)cc2Cl)cc1 |
| -3 | 10%[59 µM] | -5% | 0% | -14% | 3% | 2% | 12% | 49%[activator] | COC(=O)c1sc(-c2ccccc2)cc1NC(=O)c1cc(OC)cc(OC)c1 |
| -3 | x | -2% | -8% | -7% | 0% | 6% | -28% | 10% | COc1ccc(/C=C(\NC(=O)c2ccco2)C(=O)NCCc2nc3ccccc3[nH]2)cc1 |
| 4 | -4% | 0% | 4% | 3% | -5% | -9% | -5% | 5% | CCCN1CCN(C(=O)C(NC(=O)c2ccco2)C(C)C)CC1 (stereo not drawn) |
| 1 | 7% | -4% | 6% | -4% | 0% | -3% | -8% | 27% | Cc1cc(NC(=O)CSc2nnc(C)c(=O)n2N)no1 |
| -3 | 6.3µM* | -14% | -14% | -11% | -2% | 7% | u | u | CCN(CC)c1ccc(NC(=O)c2ccccc2F)cc1S(=O)(=O)Nc1ccccc1OC |
| 0 | x | -13% | x | -12% | -6% | 2% | -16% | 4%[57 µM] | NS(=O)(=O)c1ccc(CCNC(=S)NC(=O)c2ccccc2Br)cc1 |
| -2 | 5%[59 µM] | 7% | 2% | -3% | 0% | -3% | -18% | 19% | CCOCC(=O)NCc1ccc2c(c1)OCO2 |
| -1 | x | -2% | 69%[activator] | -4% | -4% | -4% | 139%[activator] | 106%[activator] | Cc1cc(C)c(S(=O)(=O)N2CCc3ccccc32)c(C)c1 |
| 3 | 47%[activator][59 µM] | 6% | -1% | -11% | -7% | -15% | u | u | O=C(CSc1ccccc1)NCc1ccccn1 |
| 6 | 6%[59 µM] | -5% | 4% | -17% | -11% | 8% | -2% | 27% | Cc1cccc(-n2c(C)cc(/C=C3\C(=N)N4N=C(CC(C)C)SC4=NC3=O)c2C)c1 |
| 2 | -5%[59 µM] | 2% | -11% | -1% | i | -2% | -15% | 11% | Cc1occc1C(=O)Nc1cccc([N+](=O)[O-])c1C |
| -5 | -7% | 3% | -5% | 1% | -5% | 3% | -3% | 16% | O=C(NC1CCCCC1)N1CCCCCC1 |

Look-ups from the entries so far.
NS(=O)(=O)c1ccc(CCNC(=S)NC(=O)c2ccccc2Br)cc1 | JMJD2A Tudor: -16%
O=C(NC1CCCCC1)N1CCCCCC1 | HP1b chromo inh: 16%

Next section.
| PI4K2A block | G9a inh | GLS inhibitor | BAZ2B block | Pol eta inh | PGK inhibitor | Pin1 inh | JMJD2A Tudor | HP1b chromo inh | compound |
| --- | --- | --- | --- | --- | --- | --- | --- | --- | --- |
| -1 | -16% | 7% | 1% | -12% | -4% | 28% | -19%[57.1 µM] | 42%[activator] | CCc1ccc(-n2c(SCC(=O)Nc3cccc(S(=O)(=O)NC4=NCCCCC4)c3)nc3ccccc3c2=O)cc1 |
| 1 | 10%[59 µM] | 0% | 0% | u | -8% | 7% | -6% | 42%[activator] | CCOC(=O)c1ccccc1Nc1nc2ccc(C)cc2n2nnnc12 |
| -6 | u | 18% | 45µM* | 1% | u | u | -25%[11.4 µM] | 45µM* | O=C(O)CCN1C(=O)/C(=C\c2cccc(OCC(=O)Nc3ccc(Cl)cc3)c2)SC1=S |
| 1 | x | 5% | -2% | -4% | i | -5% | u | 25% | C/C(=N/NC(=O)CSc1nc2ccccc2s1)c1ccncc1 |
| -3 | -23%[59 µM] | 1% | -37% | -23% | -8% | -1% | -28% | u | CCc1ccc(-c2csc(-c3c[nH]c4ccccc34)n2)cc1 |
| -3 | -6%[12.7 µM] | 16% | u | -15% | 1% | -1% | u | -23% | CCN1CCN(c2nc3ccccc3nc2C(C#N)C(=O)OC2CCCCC2)CC1 (stereo not drawn) |
| 4 | 10% | 0% | -12% | -15% | 3% | -1% | -15% | -17% | O=C1c2ccccc2C(=O)N1c1ccc(Cc2ccncc2)cc1 |
| -16 | 40µM* | u | u | 25µM* | -18% | x | -35% | -11% | CC(=C\c1ccccc1)/C=C1/SC(=S)N(CCCC(=O)O)C1=O |
| 4 | 0% | -1% | 3% | -5% | -1% | 1% | -12% | 35% | CC(=O)Nc1ncc(Cc2cccc(Cl)c2)s1 |
| -1 | u | 6% | -11% | -12% | 7% | 1% | -12% | 18% | Cc1ccc(NC(=O)c2ccc(N(Cc3ccccc3)S(C)(=O)=O)cc2)cc1 |
| 1 | x | 3% | x | -17% | -4% | -6% | -15% | 18% | Cn1cnc([N+](=O)[O-])c1Sc1nc(N)nc2c1ncn2Cc1ccccc1 |
| -2 | -30%[59 µM] | -7% | 2% | -2% | -4% | 0% | -11% | 8% | Cc1cc(C(=O)Nc2c(C)n(C)n(-c3ccccc3)c2=O)c(C)o1 |
| -3 | 7% | 0% | -27% | 2% | -7% | 4% | -16% | 11% | CC(O)c1nc2cc([N+](=O)[O-])ccc2n1Cc1ccccc1 (stereo not drawn) |
| -5 | -31%[59 µM] | 9% | -15% | -22% | 6% | 19% | -12% | 3% | CCc1ccc(NC(=O)CN2C(=O)c3ccccc3Sc3ccc(C(=O)N4CCCC4)cc32)cc1 |
| -3 | x | 0% | -5% | 1% | 3% | u | 2% | 32%[activator] | CC(C)(C)c1ccc(OCC(=O)N2CCCCCC2)c(Br)c1 |
| -1 | u | 18% | -27% | -8% | -3% | -3% | -8% | 11% | CCC1CCCCN1C(=O)Cn1c(=O)n(CCC(=O)NCc2ccco2)c(=O)c2sccc21 (stereo not drawn) |
| 10 | u | -9% | -6% | -21% | -1% | 0% | 5% | 49%[activator] | O=C(N/N=C/c1ccccn1)c1ccc(N/N=C/c2ccccn2)cc1 |
| -1 | x | 4% | x | -19% | 1% | -1% | -5% | 36% | Cc1cc(NC(=O)CSCC(=O)OCc2nnc(-c3ccc(F)cc3)o2)no1 |
| -1 | 6% | -5% | 3% | -8% | 10% | -3% | 1% | 19% | CCCC(C(=O)NCC1CCCO1)N(C(=O)CNS(=O)(=O)c1ccccc1)c1ccc(F)cc1 (stereo not drawn) |
| 1 | u | -2% | u | -17% | i | 18% | -12% | 22% | Cc1ccc2c(CC(=O)Nc3ccc(S(=O)(=O)N4CCC(C)CC4)cc3)coc2c1 |
| -2 | u | 3% | x | -23% | -8% | 12% | u | 0% | COc1ccc(OC)c(C2c3c(-c4ccc(Br)cc4)n[nH]c3C(=O)N2c2ccc(Cl)cc2)c1 (stereo not drawn) |
| 5 | -7% | 13% | 5% | 2% | -3% | -3% | -10% | 17% | Cc1cccc(Cn2cnc3ccccc32)c1 |
| 1 | -13%[2.33 µM] | 25% | 40µM* | -9% | i | -2% | u | -14% | CC(=O)c1ccc(-c2cccc(-c3nc4ccccn4c3NC3CCCCC3)c2)cc1 |
| -2 | -4% | u | -2% | -26% | 5% | 0% | -1% | 33% | CCn1cc(C(=O)NCC(=O)NC(C)(C)CO)c(=O)c2cc3c(cc21)OCO3 |
| 3 | 15%[59 µM] | 7% | 3% | -12% | -9% | -7% | 14% | 25% | CNc1oc(-c2cccc3ccccc23)nc1C#N |
| 0 | x | 1% | x | -21% | i | -4% | -3% | 29% | CC(=O)c1ccc(OC(=O)Oc2ccc(C(C)=O)cc2)cc1 |
| -1 | -1%[0.501 µM] | 0% | -2% | 4% | 0% | 0% | -2% | 9% | CCc1noc(C)c1C(=O)Nc1cc(S(=O)(=O)N2CCOCC2)ccc1OCC(F)(F)F |
| 0 | -5% | 1% | 0% | 7% | i | -4% | -16% | 32% | O=C(Cc1cc(=O)[nH]c(=O)[nH]1)NCc1ccc(Cl)cc1 |
| 0 | -7%[59 µM] | -5% | 5% | 0% | 1% | 8% | u | 12% | CS/C(=N/S(=O)(=O)c1ccc(C)cc1)c1ccccc1 |
| -2 | u | 6% | 4% | -15% | i | 1% | -9%[57.1 µM] | 49%[activator] | O=C1CC(N2CCN(c3ccc(F)cc3)CC2)C(=O)N1c1ccccc1 (stereo not drawn) |
| -2 | -42% | 1% | 5% | -11% | 1% | 1% | -7% | 25% | COc1ccc(-n2nc(C(=O)NCc3cc(OC)ccc3OC)c3c4ccccc4n(C)c3c2=O)cc1 |
| -2 | -30% | 3% | 6% | -2% | 5% | -4% | -12% | 10% | CC(=O)c1c(C)[nH]c(C(=O)COC(=O)CCOc2ccc(C)cc2)c1C |
| -1 | 41%[12.7 µM] | -2% | 2% | 4% | x | -8% | -12% | 20% | Cc1nc2sccn2c(=O)c1Cl |
| 3 | -12% | -9% | 4% | -13% | -1% | 1% | -12% | 34% | O=C(NCc1ccc(Cl)cc1)C(=O)NCC(c1ccco1)N1CCOCC1 (stereo not drawn) |
| -2 | 45µM* | 2% | u | -9% | 2% | 3% | u | -10% | CC(C)c1ccc(NC2CCCN(C(=O)c3ccoc3)C2)cc1 (stereo not drawn) |
| 1 | 1%[59 µM] | 0% | -25% | -18% | i | -2% | -4% | 49%[activator] | COc1cc(CN(C(=O)COc2ccccc2Cl)c2ccccn2)cc(OC)c1OC |
